# Screening results: PubChem, several laboratories
# MITF TRPM1 inh: inhibitors of MITF-driven TRPM1 promoter in melanoma cells | SK-MEL-5 TRPM1 promoter luciferase, 24 h | inhibition, % at 12.5 µM | hit rate 0.83% among 330,000;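 active means mean inhibition across replicates of 60% or more, whatever share of single replicates reaches that level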; further: values of inactives mirror those of a sister screen read the other way
# TROY signal inh: blocks TROY-dependent signaling in reporter cells; Q293 LMP1-TROYcd NF-kB luciferase reporter, 4 h; inhibition, % at 10 µM; hit rate 0.98% among 360,000; AID 1347056;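 active means compounds whose plate-normalised and pattern-corrected inhibition of the luciferase reporter signal at the single screening dose is 50% or more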
# C8 TRAIL sens: sensitizes caspase-8 expressing cells to TRAIL | NB7+C8 cells + TRAIL, ATPlite viability luminescence | inhibition (viability loss, TRAIL sensitization), % at 10 µM | hit rate 1% among 360,000;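 active means compounds causing at least 50% loss of cell viability in the single-dose screen, relative to plate controls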
# TWEAK-Fn14 inh: blocks TWEAK-Fn14 interaction in a reporter cell assay. inhibition, % at 10 µM. TWEAK-stimulated Fn14 reporter cells, luciferase luminescence, 8 h. hit rate 2% among 360,000; in the data active means inhibition above about 50%
# NR2E3 ag-1: agonists of human nuclear receptor NR2E3; AID 2300; hit rate 0.12% among 320,000; Q9Y5X4; inhibition of corepressor binding, % at 4.78 µM; GST-NR2E3/biotin-RetCOR TR-FRET, 1536-well;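 active means percent inhibition above the cutoff of mean plus 3 SD of all tested compounds, set per screening campaign, cut at about 20% in these data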;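 further: 0% = DMSO wells and 100% = biotin wells as full block of FRET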
# Target sequence (Q9Y5X4 whole entry, looked up): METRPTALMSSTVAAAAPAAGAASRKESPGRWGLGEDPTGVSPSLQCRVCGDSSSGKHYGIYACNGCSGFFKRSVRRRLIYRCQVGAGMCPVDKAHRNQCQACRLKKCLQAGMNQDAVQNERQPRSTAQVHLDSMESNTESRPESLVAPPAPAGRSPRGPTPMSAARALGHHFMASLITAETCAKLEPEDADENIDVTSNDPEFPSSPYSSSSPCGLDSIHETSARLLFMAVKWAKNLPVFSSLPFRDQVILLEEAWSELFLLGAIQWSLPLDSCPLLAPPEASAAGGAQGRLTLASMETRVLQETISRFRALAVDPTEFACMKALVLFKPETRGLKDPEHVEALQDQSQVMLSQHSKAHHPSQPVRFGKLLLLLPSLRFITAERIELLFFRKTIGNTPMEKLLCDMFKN
#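 Test system – NR2E3–RetCOR corepressor complex · Quantity – NR2E3 fusion 1.35 nM · Buffer or medium – Tris pH 7.5 · Incubation – Compound–protein incubation for 5 h at 4 °C · Technique – TR-FRET, Eu(K)-anti-GST donor, streptavidin-D2 acceptor, ex 340, em 617/671 nm · Evaluation – percent inhibition of 671/617 nm emission ratio versus biotin and DMSO controls · Plate – 1536-well format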
# Shn3 inh set2: inhibitors of Schnurri-3 3'UTR reporter in osteoblasts; Clone20 osteoblast Shn3 3'UTR firefly luciferase, 24 h; inhibition, % at 12.5 µM; hit rate 0.52% among 360,000; AID 588674;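 active means mean inhibition of at least 75% with every replicate also reaching 75%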;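 further: 0% = median of neutral control wells and 100% = pilot-screen positive control compound; some compounds past the cut are filed as inactive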
# KKLEB cytotox: reduces viability of KKLEB cystic fibrosis airway cells | KKLEB CF airway cells viability, ATPlite luminescence, overnight; hits give low values; cells stimulated with P. aeruginosa culture filtrate | activity change (cytotoxicity), % at 5 µM | hit rate 0.36% among 360,000 | AID 602141;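 active means corrected activity change at or below -50% at 5 µM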
# HIF-2a block: blocks HIF-2a reporter activity; 786-0 RCC cells HIF-2a reporter, luciferase luminescence, overnight; inhibition, % at 18.8 µM; hit rate 0.72% among 360,000; AID 624352;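 active means inhibition of the luminescence signal of 40% or more relative to plate controls, in a single-dose primary screen at 18.75 µM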
# Peg3 promoter: inhibitors of Peg3 promoter | hit rate 1.7% among 360,000 | inhibition, % at 20 µM | AID 588405 | HeLa PEG-Prom luciferase reporter, luminescence, overnight;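 active means inhibition of at least 50% at 20 µM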
# CF NFkB block: blocks PAF-induced NF-kB reporter in cystic fibrosis cells. KKLEB NF-kB-GFP reporter, GFP fluorescence overnight. inhibition, % at 5 µM. hit rate 0.86% among 360,000. AID 588850;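 active means at least 50% inhibition at 5 µM, scaled per plate between neutral and stimulator controls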;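 further: PAF is a Pseudomonas aeruginosa culture filtrate used as stimulus; plate controls were PAF-stimulated DMSO wells for no effect and unstimulated DMSO wells for full effect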
# NR2E3 ag-2: agonists of human NR2E3 nuclear receptor; hit rate 0.35% among 360,000; inhibition of corepressor binding, % at 3.98 µM; AID 602229; CHO-S Gal4-NCOR/VP16-NR2E3 two-hybrid, luciferase;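 active means inhibition above the mean of all tested compounds plus 3 SD, cut at about 70% in these data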;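 further: 0% = DMSO with NR2E3 transfected cells and 100% = cells lacking NR2E3 construct; higher means lower luciferase signal from less NR2E3 corepressor binding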
# The depositor's hits bear a star; x = no result given. Some of the compounds tested; rates above refer to the full screens.
# Value order – NR2E3 ag-1, HIF-2a block, Peg3 promoter, TWEAK-Fn14 inh, CF NFkB block, KKLEB cytotox, C8 TRAIL sens, TROY signal inh, MITF TRPM1 inh, NR2E3 ag-2, Shn3 inh set2
- C=CCNC(=O)c1cc(Cl)ccn1
 : 4.4, 10.4, 5.3, -31.4, 14.9, -5.1, -0.5, -0.8, 10.6, 13.4, 4.5
- CC1=Nc2cc(C(=O)O)ccc2Sc2ccc(C)cc21
 : 1.5, -11.5, -13.9, -20.4, 10.0, 0.3, -0.1, 1.7, 0.7, 9.0, -16.2
- CCCC/C(O)=C1\C(=O)CCCC1=NCCc1c(C)[nH]c2ccccc12
 : -2.0, -3.1, -0.6, 10.8, -3.9, -3.8, -5.0, 22.7, -12.0, 8.8, 25.5
- Cc1c(C#N)c2ncn(Cc3ccccc3)c(=O)c2n1-c1ccccc1
 : -1.0, 15.5, 17.9, -4.8, 32.6, -18.4, -18.9, -8.6, -2.6, 1.6, 6.7
- Cc1ccc(/C=C/C(=O)NC(=S)Nc2ccc(S(=O)(=O)Nc3cc(C)on3)cc2)cc1
 : 8.0, 13.2, -8.5, 35.9, -40.3, 0.2, -2.9, -8.9, -0.2, -14.9, -18.5
- COCCN(Cc1cc2cc3c(cc2nc1Cl)OCO3)C(=O)Nc1ccccc1OC
 : 5.3, -6.9, 18.1, 7.3, -7.9, 10.4, -23.7, 8.9, 6.3, -8.2, 63.5
- Cn1cccc1CC(=O)N/N=C\c1cccs1
 : 2.7, -21.9, -20.6, -23.6, 2.8, 3.6, -0.3, -8.1, 1.6, -15.2, 17.6
- O=C(O)c1cc(-c2ccc(/C=N/N3C(=O)C4C5C=CC(C6CC56)C4C3=O)o2)ccc1Cl (stereo unspecified)
 : 2.4, 2.2, 13.4, 4.0, -11.9, 8.0, -0.1, 0.7, 11.2, -14.0, -0.7
- O=S(=O)(Nc1ccc2c(c1)OCO2)c1ccc(Cl)cc1F
 : -0.5, -1.7, -10.2, 5.7, 9.1, 6.2, -19.4, -3.0, -7.4, -30.0, -0.4
- CCc1cc2c(=O)c(-c3nc4ccccc4[nH]3)coc2c(CN2CCCCC2)c1O
 : 0.5, 11.9, 6.2, 25.3, -7.2, 1.5, -14.5, 34.0, -1.9, -16.3, -2.1
- CC(=O)c1ccc(OCc2c(-c3ccccc3)nnn2CC(=O)NS(=O)(=O)c2ccc(C)cc2)cc1
 : x, 0.1, -2.0, -9.4, -2.9, -5.8, -2.3, 7.6, x, -18.4, 2.3
- O=C(NCc1ccccc1)C1CCCN(S(=O)(=O)c2cccnc2)C1 (stereo unspecified)
 : -1.3, 5.6, 12.1, -13.8, -1.3, 4.8, 0.3, 13.5, -6.1, -2.5, -6.5
- CCOC(=O)N/N=C/c1c(C)c(C(=O)c2ccc(F)cc2)n2ccccc12
 : -0.2, 17.3, 1.9, 0.1, -5.9, -2.8, -14.5, -6.6, 2.9, -18.9, 1.5
- COc1ccc(N2C(=O)CS/C2=C\[N+](=O)[O-])cc1
 : -3.8, 2.2, -21.8, 11.9, 15.2, -3.3, 0.3, -10.5, 4.8, -10.6, 12.2
- COc1ccc(CNC(=O)c2coc(=O)c3ccccc23)cc1
 : 2.1, 1.2, 12.5, -3.5, 13.6, 11.9, 0.9, -5.9, -9.1, -56.7, -13.7
- CC(CCc1ccccc1)NC(=O)COc1ccc(S(=O)(=O)N2CCOCC2)cc1[N+](=O)[O-] (stereo unspecified)
 : -1.3, 16.9, 24.9, -3.3, -4.6, 4.6, 3.4, 6.0, 12.5, -2.2, 23.8
- CC(=O)Nc1ccc(S(=O)(=O)N2CCC(c3nnc(-c4ccc(C)cc4)o3)CC2)cc1
 : 3.5, 0.0, 19.4, 14.0, 14.8, -10.8, -2.2, -10.9, x, -31.7, 0.2
- Oc1ccc(NC(=S)N=Nc2c(O)[nH]c3ccccc23)cc1
 : 1.7, -145.7, -195.0, -21.1, -7.4, -3.9, 7.7, 9.6, -30.1, -67.1, -51.8
- COc1cccc(NC(=O)Nc2ccncc2)c1
 : 0.6, -6.8, -22.3, 11.8, 3.9, 13.0, -6.8, -5.2, -4.0, -17.0, 2.5
- Cc1cc(-c2ccccc2)nc(N/N=C/c2ccc([N+](=O)[O-])cc2)n1
 : -2.7, -44.0, 15.2, 23.1, -26.7, 21.2, -9.5, 19.1, -1.5, -1.7, 17.6
- CC(C)c1ccc(S(=O)(=O)N2CCCCC2)cc1
 : -1.1, 14.8, 11.6, 0.3, -1.7, 17.6, -2.5, 11.2, -2.5, -14.3, 9.7
- CCC(=O)Nc1cccc(Br)c1
 : -3.6, 6.6, -12.8, -12.1, -4.2, 8.7, -3.4, 0.6, 2.9, -9.4, 1.8
- Cn1c(SCC(=O)c2ccc3c(c2)NC(=O)CO3)nc2ccccc21
 : -9.2, 10.3, 16.6, -2.2, -28.6, 15.1, 0.5, 10.3, 21.1, -16.8, 3.3
- Cc1ccc(-c2nn(Cc3ccccc3)cc2C(=O)N2CCN(c3ccccn3)CC2)cc1
 : 2.3, -0.6, 1.7, 11.4, 2.4, 18.5, 1.9, 6.0, 17.1, -5.5, 1.4
- O=C(CN(CCc1ccccc1)Cc1ccccc1)Oc1ccccc1P(=O)(O)O
 : 1.4, 7.3, 9.0, 29.2, -16.1, 1.9, -8.5, -6.0, 0.3, -3.5, -14.2
- CCCCOC(=O)CSCC(=O)Nc1cc(C)on1
 : -1.7, 13.8, 4.5, -1.3, 8.4, 3.5, -8.1, 2.1, 2.2, -24.4, -0.8
- CCn1c(Cc2ccccc2)nnc1SCC(=O)Nc1ccc(C)cc1
 : 4.0, 7.1, 17.0, -4.2, -5.1, 9.1, 9.6, 11.2, 14.0, -10.3, -4.5
- COC(=O)c1c(NC(=O)CSc2ncnc3ccccc23)sc(C)c1C
 : -3.0, 15.3, 37.3, 26.4, 21.8, -18.6, 31.4, -6.1, 22.7, -32.2, 9.0
- CNC(=O)/C=C/c1cc(C(=O)c2ccc(Cl)cc2Cl)cn1C
 : -2.3, 0.1, -21.2, 9.7, 7.4, -2.6, 12.3, -4.8, 7.2, -13.3, 24.2
- C=CCc1cccc(/C=C/c2cc(=O)c3ccccc3[nH]2)c1O
 : 1.9, -202.8, -204.7, 26.2, -11.0, 6.8, 9.1, 30.4, -37.4, -10.0, 14.7
- O=C1NCCN1C(=O)c1ccccc1F
 : 2.0, -5.7, -5.8, 1.8, -7.6, 6.6, 6.1, 3.6, -6.5, -1.4, -11.4
- O=C(COC(=O)CCS(=O)(=O)c1ccccc1)Nc1ccccc1
 : 2.1, 10.2, -3.4, -1.2, 22.0, -3.9, -14.4, 1.2, 3.0, 4.1, -9.0
- C=CCNC(=O)c1cccc(OC2CCN(CC(C)(C)C)CC2)c1
 : 3.5, 15.6, 3.7, -16.6, -3.2, 2.2, -5.3, -2.4, -20.5, -12.5, -6.0
- Cn1nnnc1Sc1ncnc2scc(-c3cccc4c3sc3ccccc34)c12
 : x, 62.4*, 97.6*, 24.7, 24.0, -43.5, 13.2, -9.3, 51.0, 47.8, 4.4
- C[C@H]1CN([C@@H](C)CO)C(=O)Cc2cc(NC(=O)Nc3ccccc3)ccc2O[C@H]1CN(C)Cc1ccccc1
 : x, -2.7, 9.9, 6.2, 1.1, -7.5, 10.0, 26.0, 5.8, 1.3, 39.2
- CC(C)[C@H](NC(=O)[C@H](CCCN=C(N)N)NC(=O)NC(Cc1ccccc1)C(=O)O)C(=O)NC(C=O)CCCN=C(N)N (stereo partly specified)
 : -0.3, -1.7, -2.1, -34.7, -3.9, 20.6, 22.2, -6.4, 8.8, -4.3, 6.2
- CCN(CC(=O)Nc1ccc(C(C)=O)cc1)CC(=O)Nc1cccc(OC)c1
 : 5.1, 3.4, -6.8, 10.7, -32.1, 28.4, 0.1, -17.7, -1.7, 13.4, 22.7
- Cc1cccc(NS(=O)(=O)c2cc3c4c(c2)CC(=O)N4CCC3)c1C
 : 4.8, 9.8, 21.0, -6.6, 22.3, 1.4, -9.1, -16.1, 7.9, 28.7, 15.0
- CN1C(=O)NC(NC(=O)c2ccncc2)(C(F)(F)F)C1=O (stereo unspecified)
 : 0.2, -116.4, -95.0, 4.2, 11.6, 6.4, 8.9, -18.4, 4.4, -18.2, -1.3
- S=C(Nc1ccc(Oc2ccccc2)cc1)N1CCOCC1
 : -0.7, -30.6, -13.4, -9.1, 13.2, -0.9, 1.6, -18.3, -16.8, 6.2, 6.5
- O=C(NCCc1ccccc1)N1CCCC(CNS(=O)(=O)Cc2ccccc2)C1 (stereo unspecified)
 : -0.6, -45.6, -26.3, -16.0, 17.1, -3.8, -3.4, -9.6, -18.1, -16.4, -16.5
- COc1ccc(-c2c(C#Cc3ccsc3)c3cc(-c4cccc5[nH]ccc45)ccc3n2C)cc1
 : 3.5, -2.9, -4.4, -15.4, -5.6, 1.1, 7.1, 22.1, 7.3, -6.7, 2.4
- CSc1ccccc1NC(=O)Nc1cccc(Cl)c1
 : -2.3, -221.6, -115.3, -24.7, -18.1, 11.9, 5.8, 7.4, -37.6, -48.7, -15.0
- O=C(NC(=S)Nc1cccc2ncccc12)c1ccccc1
 : -1.8, -0.5, -8.9, 17.7, -33.4, 2.8, -7.1, -17.3, 3.0, -9.3, -2.9
- O=c1c(-c2ccccc2)c[nH]n1-c1cccc([N+](=O)[O-])c1
 : -7.5, -214.7, -149.0, -26.1, 12.6, 3.1, 15.0, -28.2, -48.5, -85.5, -43.8
- COc1cc(-c2ccccc2)[nH]c(=S)n1
 : 6.6, -38.3, -1.1, 3.9, 5.3, -5.0, -6.9, 3.3, -3.1, -29.1, 6.7
- Cc1ccc(F)c(S(=O)(=O)NC(=O)C2(C)CCN2C(=O)Cc2cc(F)ccc2F)c1 (stereo unspecified)
 : x, -1.7, 6.9, 9.2, -31.0, 13.5, -3.3, -0.1, x, -10.7, -17.2
- COc1ccc2sc(-c3ccccc3OC)c(C#CC(C)(C)O)c2c1
 : 2.4, 20.6, 13.5, -1.9, -6.9, 11.7, 1.6, -1.6, 9.5, 9.8, 17.6

# Part of the list above, in CSV form.
SMILES,NR2E3 ag-1,HIF-2a block,Peg3 promoter,TWEAK-Fn14 inh,CF NFkB block,KKLEB cytotox,C8 TRAIL sens,TROY signal inh,MITF TRPM1 inh,NR2E3 ag-2,Shn3 inh set2
O=C(NC(=S)Nc1cccc2ncccc12)c1ccccc1,-1.8,-0.5,-8.9,17.7,-33.4,2.8,-7.1,-17.3,3.0,-9.3,-2.9
O=c1c(-c2ccccc2)c[nH]n1-c1cccc([N+](=O)[O-])c1,-7.5,-214.7,-149.0,-26.1,12.6,3.1,15.0,-28.2,-48.5,-85.5,-43.8
COc1cc(-c2ccccc2)[nH]c(=S)n1,6.6,-38.3,-1.1,3.9,5.3,-5.0,-6.9,3.3,-3.1,-29.1,6.7
